NCI-60 one-dose screen, 48 h, at 10 µM unless noted. Numbers give growth in % (100 = growth as untreated, 0 = no growth, -100 = all killed).
HCC-2998: HCC-2998 colon cancer; actives 4.7% (n = 79,000)
OVCAR-5: OVCAR-5 ovarian cancer; AID 1794783; actives 2.9% (n = 82,000)
OVCAR-3: OVCAR-3 ovarian cancer. actives 7% (n = 79,000). AID 1794787
OVCAR-8: OVCAR-8 ovarian cancer. actives 4.4% (n = 81,000). AID 1794782
OVCAR-4: OVCAR-4 ovarian cancer cells | actives 3.7% (n = 80,000) | AID 1794784
KM12: KM12 colon cancer cells; actives 5% (n = 82,000)
DU-145: DU-145 prostate cancer; actives 4.2% (n = 81,000); AID 1794760
SW-620: SW-620 colon cancer; actives 5.2% (n = 82,000)
PC-3: PC-3 prostate cancer cells; actives 3.9% (n = 80,000); AID 1794754
* hit, by the source's call; · = not tested or not shown. Rule for the calls: active = growth percent below 10; inactive = the rest.

Start of the data: the first 7 compounds, ahead of the listing:
SMILES	HCC-2998	OVCAR-5	OVCAR-3	OVCAR-8	OVCAR-4	KM12	DU-145	SW-620	PC-3
CC(=O)N1c2ccccc2NC2=C(C(=O)N(C)C2(C)C)C1C (stereo not drawn)	61	63	18	66	55	20	79	24	36
O=[N+]([O-])/C=C/c1ccco1	89	120	107	106	122	107	105	91	92
O=C1NC(O)C(O)N1 (stereo not drawn)	113	96	105	106	110	103	101	101	108
Cc1ccc(/C=C(\C#N)c2cc3ccccc3n2C)cc1	17	39	-13*	39	61	22	26	32	36
CC(=O)Nc1ccc(S(=O)(=O)n2ccc(-c3ccc4c(c3)CCC(C)(C)O4)n2)cc1	83	96	74	69	46	67	83	83	44
O=[N+]([O-])c1ccc(Oc2ccccc2-c2ccccc2)c([N+](=O)[O-])c1	109	105	92	92	83	106	99	91	86
N#Cc1cccc(-c2c(-c3ccc4ccccc4c3)oc3ccccc3c2=O)c1	69	53	40	62	68	26	77	15	34

The list itself (from the top)
SMILES	HCC-2998	OVCAR-5	OVCAR-3	OVCAR-8	OVCAR-4	KM12	DU-145	SW-620	PC-3
CC(=O)N1c2ccccc2NC2=C(C(=O)N(C)C2(C)C)C1C (stereo not drawn)	61	63	18	66	55	20	79	24	36
O=[N+]([O-])/C=C/c1ccco1	89	120	107	106	122	107	105	91	92
O=C1NC(O)C(O)N1 (stereo not drawn)	113	96	105	106	110	103	101	101	108
Cc1ccc(/C=C(\C#N)c2cc3ccccc3n2C)cc1	17	39	-13*	39	61	22	26	32	36
CC(=O)Nc1ccc(S(=O)(=O)n2ccc(-c3ccc4c(c3)CCC(C)(C)O4)n2)cc1	83	96	74	69	46	67	83	83	44
O=[N+]([O-])c1ccc(Oc2ccccc2-c2ccccc2)c([N+](=O)[O-])c1	109	105	92	92	83	106	99	91	86
N#Cc1cccc(-c2c(-c3ccc4ccccc4c3)oc3ccccc3c2=O)c1	69	53	40	62	68	26	77	15	34
N#Cc1c(Nc2ccc(Cl)cc2)n[nH]c1-c1cccs1	103	108	106	100	96	93	105	91	91
NNC(=O)[C@H]1O[C@@H](n2cnc3c(=O)[nH]c(N)nc32)[C@H](O)[C@@H]1O	104	101	109	102	108	104	107	103	103
O=C(Cn1ccnc1[N+](=O)[O-])NCc1ccccc1	92	103	108	98	112	110	110	110	91
CC12O[C@H](C[C@@H](OC(=O)CCC(=O)O)[C@H]1O)n1c3ccccc3c3c4c(c5c6ccccc6n2c5c31)C(=O)NC4=O	41	69	28	38	68	15	42	36	48
COc1ccc(C2=CC(c3ccc4c(c3)OCO4)NC(=O)N2)cc1OC (stereo not drawn)	100	96	98	101	94	96	98	98	97
Cc1ccc(NS(=O)(=O)c2ccc(Br)cc2)cc1	97	100	107	100	103	102	105	104	102
Fc1ccc(/C=N\N=C(N/N=C/c2ccc(F)cc2)N/N=C/c2ccc(F)cc2)cc1	67	104	30	91	64	77	101	88	87
O=C1c2c(c3c4cc(Br)ccc4[nH]c3c3ccc4ccccc4c23)C(=O)N1CCN1CCCCC1	2.7*	100	·	-52*	95	·	23	10	65
COc1ccc(/C=N/C2=C(C#N)C(c3ccc(N(C)C)cc3)c3c(ccc4ccccc34)O2)cc1 (stereo not drawn)	105	107	80	98	93	98	108	92	76
Clc1ccc(-n2ncc3c(Cl)nc(Cl)nc32)cc1	103	103	96	107	98	93	102	98	95
Cc1ccc(NC(=O)Cn2cnc3c2c(=O)n(C)c(=O)n3C)cc1	104	101	101	97	101	100	105	96	99
CCCCCCCCCCCC[S+](C)CC(=O)[O-] (stereo not drawn)	34	57	58	46	48	31	55	70	25
CCOC(=O)C1=C(C(=O)c2ccc(OC)cc2)C(c2ccc(Cl)cc2Cl)C(C(=O)c2ccc(OC)cc2)=C(C(=O)OCC)N1	114	117	119	109	93	100	108	99	89
O=[N+]([O-])c1ccc(S(=O)(=O)N/N=C\c2ccc(Cl)c(Cl)c2)cc1	114	104	94	86	102	94	107	91	83
NC(=O)NS(=O)(=O)c1ccc(N)cc1	98	95	116	94	94	103	109	101	·
COc1ccc(Nn2c(SCC(=O)Nc3nc(-c4ccc(Cl)cc4)cs3)nc(C)c2C)cc1	54	111	61	44	37	43	80	75	36
O=C1C=C(c2ccccc2)C(O)(c2ccccc2)C1 (stereo not drawn)	122	94	112	106	96	107	·	108	93
COc1cc(C2=NN(C(C)=O)C(c3sc(N4CCOCC4)nc3Cl)C2)cc(OC)c1OC (stereo not drawn)	84	108	105	95	93	101	105	104	91

Remaining list, next part.
SMILES	HCC-2998	OVCAR-5	OVCAR-3	OVCAR-8	OVCAR-4	KM12	DU-145	SW-620	PC-3
Cc1ccc(CSc2nc(-c3ccc(Cl)cc3)c(C#N)c(N3CCOCC3)n2)cc1	104	100	·	97	90	97	105	96	80
COc1ccc2c(c1)CCc1cn[nH]c1-2	98	115	93	96	90	74	93	86	·
CC1=CC(=O)[C@]2(OC3O[C@@H](C)[C@H](O)[C@@H](O)[C@H]3O)C=CO[C@@H](O[C@@H]3O[C@H](CO)[C@@H](O)[C@H](O)[C@H]3O)[C@H]12 (stereo partly drawn)	97	100	108	112	110	108	105	104	95
COc1cccc(NC2=NC(N)N=C(c3cc4ccccc4oc3=O)C=N2)c1 (stereo not drawn)	106	110	104	99	93	102	109	95	74
Cc1cc(F)ccc1C(=O)Nc1cc(-c2cccnc2)nc(NCCCN2CCOCC2)n1	100	98	109	94	111	101	107	99	89
CC(=O)CC(=O)Nc1nc(C)cs1	100	99	99	106	118	108	122	106	104
COC(=O)CC/C(C)=N\Nc1ccc([N+](=O)[O-])cc1	66	79	88	59	76	24	85	54	46
CN1C=Cc2ccccc2C1C[N+](=O)[O-] (stereo not drawn)	·	110	107	95	94	113	125	96	80
Cc1ccc(S(=O)(=O)N(C)C)cc1[N+](=O)[O-]	105	101	101	85	115	97	107	101	111
Cc1cc(C)c(C#N)c(OCC2CCCO2)n1 (stereo not drawn)	100	108	104	103	102	105	112	102	108
CC1=CC2(C)C(C3C(C)=CC2(C)C(=O)C3(C)O)C(C)(O)C1=O (stereo not drawn)	109	94	109	106	108	112	117	105	·
O=c1[nH]n(-c2nnc3n2N=C(c2ccccc2)CS3)c(=O)c2ccccc12	110	103	110	100	103	108	108	97	97
CC(=O)OC(OC(C)=O)c1ccc([N+](=O)[O-])o1	99	98	102	103	112	100	103	103	98
COC1=C(S(N)(=O)=O)C2NS(=O)(=O)c3cnccc3N2C=C1 (stereo not drawn)	111	93	90	64	114	109	105	100	97
O=C(CNC1C2CC3CC(C2)CC1C3)Sc1nnc2sc3ccccc3n12 (stereo not drawn)	113	100	98	106	88	101	110	95	77
COC1CCC(CNC(=O)NC2NC3CCCCC3N2)CC1OC (stereo not drawn)	105	89	101	97	103	100	105	92	87
CC(C)(C)c1ccc(CN2C(=O)c3c(ccc(O)c3-c3ccc(C(F)(F)F)cc3)C2C(=O)O)cc1 (stereo not drawn)	96	107	101	96	104	101	106	108	70
NC(N)=NS(=O)(=O)c1ccc(N=Nc2c(N)nn(-c3ccc([N+](=O)[O-])cc3[N+](=O)[O-])c2N)cc1	113	106	·	100	104	101	107	101	93
NCCCC[C@H](NC(=O)[C@@H]1CCCN1C(=O)Cc1ccc(Br)c2ccccc12)C(=O)N[C@@H](CCCN=C(N)N)C(N)=O	109	102	113	·	101	106	111	104	97
CC[C@H](c1ccc(O)c(O)c1)[C@@H](CC)c1ccc(O)c(F)c1	105	116	107	106	95	112	115	101	56
S=c1nc[nH]c2c1ncn2C1C=CCCC1 (stereo not drawn)	98	99	108	97	99	93	115	106	88
N#Cc1cccc(-c2nc(N3CCOCC3)c3ccccc3n2)c1	102	79	97	109	87	99	114	101	88
N#C/C(=C\c1ccc(C(F)(F)F)cc1)C(=O)Nc1sc2c(c1C#N)CCCC2	117	100	·	99	103	104	103	106	93
O=c1oc2cc([N+](=O)[O-])ccc2n1SC(Cl)(Cl)Cl	97	106	111	106	100	113	115	96	97
O=C1Nc2ccccc2C12Nn1c(CSC(SCc3nnc4n3NC3(O4)C(=O)Nc4ccccc43)c3ccccc3)nnc1O2 (stereo not drawn)	119	110	90	96	87	93	101	99	83

New compounds follow.
SMILES	HCC-2998	OVCAR-5	OVCAR-3	OVCAR-8	OVCAR-4	KM12	DU-145	SW-620	PC-3
COc1cc(C2C(C#N)=C(N)N(c3ccc(OC(F)(F)F)cc3)C3=C2C(=O)CC(C)(C)C3)cc(OC)c1O (stereo not drawn)	109	102	100	95	95	102	112	110	94
C/C(=C/N1CCCCC1C)[C@H]1CC[C@H]2[C@@H]3CCC4=CC(=O)CC[C@]4(C)[C@H]3CC[C@]12C (stereo partly drawn)	93	80	71	92	78	97	61	111	77
Cc1ccc(CNCC(=O)O)cc1	108	106	·	104	109	104	107	98	99
CN(C)CCCn1c(=O)c2cc([N+](=O)[O-])ccc2c2cnc3[nH]ccc3c21	60	73	68	35	61	48	51	33	48
CCOC(=O)C(Cc1ccc(OC)c(OC)c1Br)(NC(C)=O)C(=O)OCC	100	103	108	108	113	112	107	112	100
COc1ccc(/C=C2/N=C3N(N=C(c4cccs4)N3c3ccccc3)C2=O)cc1	110	130	103	98	96	99	106	99	90
CCCNC(=S)/N=C\c1c(O)c2ccccc2oc1=O	90	93	108	101	89	108	·	107	102
CNC(=O)c1cc(N2CCc3cc(NC(=O)c4cccc(C(F)(F)F)c4)ccc32)ccn1	112	103	·	99	99	·	98	102	94
Cc1ccc(S(=O)(=O)c2nc(S(=O)(=O)NCc3ccccc3)sc2Cl)cc1	112	124	·	90	96	99	95	96	93
COc1ccc(-n2c(SCC(=O)Nc3ccc(-c4nc5ccc([N+](=O)[O-])cc5[nH]4)cc3)nc3ccccc3c2=O)cc1	98	83	96	81	52	97	92	94	71
C[C@]12CC[C@@H]3c4ccc(O)cc4CC[C@H]3[C@@H]1CC[C@@H]2NS(=O)(=O)c1cccc(C(F)(F)F)c1	79	89	52	62	53	47	69	74	27
O=C(O)c1cn(C2CC2)c2cc(N3CCN(Cc4nnc(-c5ccc(Cl)cc5)o4)CC3)c(F)cc2c1=O	90	108	92	73	83	89	86	92	68
Cc1nc2ccc([N+](=O)[O-])cc2[nH]1	96	103	103	111	107	98	100	109	104
CCN(CC)C(=O)c1ccncc1	116	105	99	107	114	100	104	98	100
NC(/N=C/c1cc(Cl)cc(Cl)c1O)=N\S(=O)(=O)c1ccc(N=Cc2cc(Cl)cc(Cl)c2O)cc1	98	115	106	94	112	105	110	112	94
COc1ccc(OC/C=C\Cl)cc1	·	97	114	104	109	104	112	107	88
COc1ccc(C2OCC(C)(C)CO2)cc1OC	102	100	117	105	104	112	107	106	95
CCOC(=O)CNC(=O)Sc1ccc(C(C)(C)C)cc1	110	123	104	94	90	102	114	108	106
CCC(=O)OC1CCCCC1C(C)CC (stereo not drawn)	110	101	107	103	100	104	103	109	99
O=C(O)c1ccccc1/C=N\Nc1ccc([N+](=O)[O-])cn1	107	112	129	102	111	113	120	102	97
O=C(Nc1ccc(N2CCOCC2)cc1)c1cncnc1Nc1ccc2c(ccn2Cc2cccc(F)c2)c1	104	92	94	99	83	92	93	105	94
CCOC(=O)c1cc(C(=O)OCC)[nH]n1	101	112	109	103	99	101	121	105	99
CCCCCC(=O)OCc1ccc(Cl)c(Cl)c1	95	108	106	103	105	103	105	109	96
COc1ccc(NC(=S)Nc2nc3c(=O)[nH]nc(-c4ccccc4)c3s2)cc1	95	96	110	93	110	108	101	108	102
CCCCC(CC)c1nc2ccccc2s1 (stereo not drawn)	99	100	99	·	87	98	106	92	69

Three compounds already listed, sorted by length of the SMILES, lowest first:
SMILES	HCC-2998	OVCAR-5	OVCAR-3	OVCAR-8	OVCAR-4	KM12	DU-145	SW-620	PC-3
NC(=O)NS(=O)(=O)c1ccc(N)cc1	98	95	116	94	94	103	109	101	·
Cc1ccc(NS(=O)(=O)c2ccc(Br)cc2)cc1	97	100	107	100	103	102	105	104	102
C[C@]12CC[C@@H]3c4ccc(O)cc4CC[C@H]3[C@@H]1CC[C@@H]2NS(=O)(=O)c1cccc(C(F)(F)F)c1	79	89	52	62	53	47	69	74	27

The list continues.
SMILES	HCC-2998	OVCAR-5	OVCAR-3	OVCAR-8	OVCAR-4	KM12	DU-145	SW-620	PC-3
COc1ccc(NC(=O)C2C/C(=C/N(C)C)C(=O)N2)cc1 (stereo not drawn)	103	103	107	111	100	99	105	110	108
CCOC(=O)c1c2c(cn1Cc1cc(OC)c(OC)c(OC)c1)-c1oncc1CC2	120	92	113	100	109	112	110	106	107
O=C(Nc1ccncc1)C(=O)c1cn(S(=O)(=O)c2cccc(Cl)c2)c2ccccc12	·	107	46	76	75	51	84	47	72
CN(CCCCN(C[C@H]1Cc2ncccc2CN1)[C@H]1CCCc2cccnc21)C1CCC(F)(F)CC1	89	79	98	86	108	88	98	99	84
NC1=CSc2ncnc3ncn1c23	102	109	102	102	103	96	104	103	91
Nc1ccc(-n2c(=O)oc3ccc(Cl)cc3c2=O)c(Cl)c1	10	26	5.1*	-1.7*	18	-34*	9.8*	5.1*	2.1*
COc1cc(NCC(=O)Nc2cc(Nc3ccc(F)cc3)ncn2)c(Cl)c(OC)c1Cl	99	101	·	97	98	·	·	100	91
COC1OC2COC(c3ccccc3)OC2C(O)C1O (stereo not drawn)	103	96	120	107	103	106	115	105	96
O=C(Nc1ccccc1)Oc1c(Cl)cc(Cl)c2ccccc12	110	107	113	107	104	112	118	105	101
NC(=O)NCC1CCCCC1	95	·	109	114	102	102	104	108	104
OCC1CCC(O)C(CO)N1 (stereo not drawn)	115	88	107	112	95	103	113	101	95
COc1cc(NC(=O)c2cccc(C3CCc4c(cc(OC)c(OC)c4OC)O3)c2)cc(OC)c1OC (stereo not drawn)	65	51	7.5*	5.1*	32	0.7*	12	46	18
